Avidin fluor = green autofluorescence of compounds with avidin beads – biophysical, 488/530 nm, flow cytometry, artefact control, profiling panel; 0.38% of 220,000 active; compound fluorescence 488/530 nm; stronger effect = higher value; fluorescence (KMESF) at 10 µM; in the data active = fluorescence above about 47; note: inactives centre near 10
* marks the source's active call; other numbers are inactive results.

SMILES | Avidin fluor
CC(=O)c1cc(O)c2ccccc2c1O | 9
COC(=O)[C@@H]1C[C@@]2(O)[C@H](O)[C@H](O)[C@H](O)C[C@H]2N1Cc1ccc(C(C)(C)C)cc1 | 9
CCO[C@@H]1OC(C(=O)NC2CC2)=C[C@H](c2c[nH]c3ccccc23)[C@H]1CCCO | 11
NC(=O)CC(NC(=O)Cc1cccc2ccccc12)c1ccc(N2CCN(c3ccccc3)CC2)c([N+](=O)[O-])c1 (stereo not drawn) | 11
Cc1cccc(-n2ncc3c(N(C)Cc4ccccc4)ncnc32)c1 | 9
NCCCC[C@H]1CNC(=O)C(=O)N1CCc1cccc2ccccc12 | 10
NC(=O)c1ccccc1NC(=O)c1ccccc1Cl | 8
COc1ccc(C2NCCc3c2[nH]c2ccccc32)cc1CN1CCc2cc(OC)c(OC)cc2C1C (stereo not drawn) | 8
O=c1cc(N=Nc2ccc(Cl)cc2)[nH]c(=O)[nH]1 | 7
COC(=O)C1=C(C(=O)OC)[C@@H]2N(C)c3ccc(OC)cc3[C@@]23C[C@@H](C(=O)OC)N(S(=O)(=O)c2ccc(OC)cc2)C3=N1 | 8
CCCNC(=O)c1onc(CSc2ccccn2)c1C(=O)NCCC | 12
CCCCCC(=O)Nc1cccc(C2=NOC3(C2)C[C@@H](C(N)=O)N(C(=O)c2ccc(Cl)cc2)C3)c1 (stereo partly drawn) | 8
Cc1ccc(N=Nc2ccc(C)cc2NC(=O)Nc2ccccc2F)cc1 | 9
Nc1nc(Nc2ccccc2Cl)cc(=O)[nH]1 | 9
CC(=O)Nc1ccc(SC[C@H](CC(C)C)N2CCN(CC(C)C)CCC2=O)cc1 | 9
C(#CC1CCCC1)c1ccc2c(c1)COc1c3ccccc3nn1-2 | 8
O=C(NC(=O)c1ccc(Cl)cc1)Nc1ccc(-c2cnco2)cc1 | 11
CC(/C=C1\NC(=S)NC1=O)=C\c1ccccc1 | 7
CN1CCN(C(=O)/C=C/c2ccc([N+](=O)[O-])o2)CC1 | 9
Cc1cc(NC(=O)Nc2cc(F)ccc2F)no1 | 8
COc1cccc(C(=O)Nc2cc(C)c3c(=O)oc4ccccc4c3n2)c1 | 9
O=C(NC1(N2CCOCC2)CC1)c1ccc(Cl)cc1 | 4
CCCN1CCC(=O)N([C@H](CSc2ccc(C)cc2)CC(C)C)CC1 | 5
O=C(Nc1ccccc1F)Nc1cccc2ccc(O)cc12 | 7
CCC1=C(OC(=O)N(CC)CC)N2C(=O)OC(=NCCc3c[nH]c4ccccc34)[C@]2(Cc2ccccc2)[C@H]2C1=CC[C@H]1C(=O)N(CC)C(=O)[C@H]12 | 8
C[C@@H]1CC=C[C@H]2[C@H]1C(=O)N(Cc1ccccc1)[C@H]2c1ccc2ccccc2c1/C=C/c1ccccc1 | 8
CCN1CCN(Cc2ccc(NC(=O)c3cc(NC(=O)c4ccno4)cc(OC)c3)cc2C(F)(F)F)CC1 | 7
O=C1C(Cl)=C(Nc2ccc3cn[nH]c3c2)C(=O)c2ccccc21 | 4
CCC1=C(OC(=O)N(CC)CC)N2C(=O)OC(=NCCc3c[nH]c4ccccc34)[C@]2(Cc2ccccc2)[C@H]2C1=CC[C@H]1C(=O)NC(=O)[C@H]12 | 7
CC[C@@H]1CC=C[C@H]2[C@H]1C(=O)N(Cc1ccccc1)[C@H]2c1ccc(C(F)(F)F)cc1 | 9
Nc1ncnc2c1cnn2C1CCCCC1 | 7
COc1c(-c2ccc(O)c(O)c2)oc2cc(O)cc(O)c2c1=O | 12
CCCCN(C(=O)c1cc(=O)[nH]c2ccccc12)c1c(N)n(CCC)c(=O)[nH]c1=O | 3
CSc1nc(=S)c2[nH]c(=S)[nH]c2[nH]1 | 5
C=CCN1c2ccccc2[C@]23C[C@@H](C(=O)OC)N(C(=O)c4cc(C)oc4C)C2=NC(C(=O)OC)=C(C(=O)OC)[C@H]13 | 7
CCOC(=O)CC1C(=O)NCCN1c1nc2ccc(C)cn2c(=O)c1/C=C1\SC(=S)N(CC(C)C)C1=O (stereo not drawn) | 5
COc1cc([C@@H]2c3cc4c(cc3[C@@H](O)[C@H]3COC(=O)[C@H]23)OCO4)cc(OC)c1O[Si](C)(C)C(C)(C)C | 6
COc1c(C(CC(C)C)OC(C)=O)ccc2c1C(=O)OCc1cc(C)cc(O)c1O2 (stereo not drawn) | 7
Cc1c(Cl)cccc1NC(=S)N/N=C/c1ccccc1Cl | 7
O=C(NC1CCCC1)c1cc(COc2ccc3ncccc3c2)on1 | 4
CC(C)c1ccccc1NC(=O)Cn1c(/C=C/c2ccccc2)nc2ccccc21 | 8
CCOC(=O)/C(=C/Nc1ccc(F)c(F)c1)[N+](=O)[O-] | 20
CN1C[C@@H]2C(c3ccc(Cl)nc3)C3(c4ccccc4)CC2(C3)[C@H]1c1ccccc1 (stereo partly drawn) | 10
C[C@H]1C=C(C(=O)NC2CC2)O[C@@H](OCc2ccc(CO)cc2)C1 | 11
C1CCCC(NC2=NCCO2)CCC1 | 3
CC(=O)n1cc(N(C(=O)CCl)c2ccc(Cl)cc2)c2ccccc21 | 8
OC(c1cc(C(F)(F)F)nc2c(Cl)cc(Cl)cc12)C1CCCCN1 (stereo not drawn) | 8
O=C(NC1CC1)C1=C[C@H](C2CCCCC2)C[C@H](OCCCCO)O1 | 8
CC(C)CCn1c(CN2CCN(c3cccc(Cl)c3)CC2)nc2c1c(=O)n(C)c(=O)n2C | 6
C=C1CCN(C(CC(C)C)C(=O)OC)S(=O)(=O)c2ccccc21 (stereo not drawn) | 9
Fc1ccc(N2CCN(Cc3c[nH]c4ccccc34)CC2)cc1 | 6
CC(C)C(=O)Nc1cccnc1 | 9
COCCN1C(=O)N(C)[C@@H](c2ccccc2)C(C(C)=O)=C1C | 10
O=C1C2C(c3ccccc3)CC=CC2[C@H](c2cccc([N+](=O)[O-])c2)N1Cc1ccccc1 (stereo partly drawn) | 10
CC(C)C(=O)N1CCC2(CC1)Oc1ccc(F)cc1C(=O)C21CC(c2cccnc2)=NO1 (stereo not drawn) | 8
NC(=O)c1cc2ccncc2c2ccccc12 | 7
C[C@H](NC(=O)c1nc[nH]c1C(=O)N[C@@H](Cc1ccccc1)C(=O)OC(C)(C)C)C(=O)OC(C)(C)C | 9
COc1cc(CCCN2C(N)=NC[C@@H]2Cc2ccccc2)cc(OC)c1OC | 35
O=c1[nH]c2c(s1)C(c1cccnc1)C1C3CCC(C3)C1S2 (stereo not drawn) | 8
O=c1[nH]cc(-c2ccccc2)c(=O)[nH]1 | 7

Further records follow.
SMILES | Avidin fluor
CC(C)C[C@H](NC(=O)c1[nH]cnc1C(=O)Nc1ccccc1)C(=O)OC(C)(C)C | 13
Cc1cccc(CN2C[C@]34CC[C@@H](C[C@@H]3S2(=O)=O)O4)c1 | 7
COC(=O)C1(Cc2ccc(O)c(CC3OC3(C)C)c2)OC(=O)C(O)=C1c1ccc(O)cc1 (stereo not drawn) | 6
CCC1=C(OC(=O)N(CC)CC)N2C(=O)OC(=NCc3ccccc3)[C@]2(C)[C@H]2C1=CC[C@H]1C(=O)N(c3ccccc3)C(=O)[C@H]12 | 6
CCC1=C(OC(=O)N(CC)CC)N2C(=O)OC(=NCC3CC3)[C@]2(Cc2ccccc2)[C@H]2C1=CC[C@H]1C(=O)N(CC(=O)OC)C(=O)[C@H]12 | 11
Cc1ccc2c(c1)c1ccc3c(c1n2C)C(=O)C=CC3=O | 6
CC(C)NC(=O)c1onc(CSc2ccc(Cl)cc2)c1C(=O)NC(C)C | 9
O=C(Cc1ccccc1)N[C@@H](Cc1ccc(O)cc1)C(=O)O | 8
COc1cc(/C=C2\CCOC2=O)cc(OC)c1OC | 10
NC(=O)[C@@H]1CC2(CC(c3cccc(NC(=O)CC(c4ccccc4)c4ccccc4)c3)=NO2)CN1C(=O)COc1ccc(Cl)cc1 (stereo partly drawn) | 12
NC1=C(O)C(=O)C(c2ccccc2)O1 (stereo not drawn) | 7
Cc1ccc(-c2cccc(C3CC=CC4C3C(=O)N(Cc3ccccc3)C4c3ccc4ccccc4c3)c2)cc1 (stereo not drawn) | 7
O=C1CC(c2ccc(O)c(O)c2)Oc2cc(O)cc(O)c21 (stereo not drawn) | 9
COc1ccc(OC)c(C(=O)NC(CC(N)=O)c2ccc(N3CCC(N4CCCC4)CC3)c([N+](=O)[O-])c2)c1 (stereo not drawn) | 16
CNC1(C(N)=O)CCNCC1 | 8
FC(F)(F)c1cc(CCN2C(=S)NC[C@@H]2c2ccccc2)cc(C(F)(F)F)c1 | 19
C[C@]12CC[C@@H]3c4ccc(O[C@@H]5O[C@H](C(=O)O)[C@@H](O)[C@H](O)[C@H]5O)cc4CC[C@H]3[C@@H]1C[C@@H](O)[C@@H]2O | 8
COc1ccc(CCC(=O)O)c(O)c1 | 12
COc1ccccc1C(=O)NN1C(=O)/C(=C/c2cccn2C)SC1=S | 95*
C#CCOCCOCCOCCNc1nc(N2CCN(C(=O)[C@H]([C@@H](C)CC)n3cc([C@@H](N)CC(C)C)nn3)CC2)nc(N2CCN(C(=O)[C@H](Cc3cc4ccccc4[nH]3)n3cc([C@@H](N)CC(C)C)nn3)CC2)n1 | 9
CC(=O)OCCn1c2nc(=O)[nH]c(=O)c-2nc2cc(C)c(C)cc21 | 4
COc1cc(O)c(CC=C(C)C)c(O)c1C(=O)CCc1ccc(O)cc1 | 16
COC(=O)c1cccc(C23CC4(C2)[C@H](CN(Cc2ccc(C(F)(F)F)cc2)[C@@H]4c2ccccc2)C3c2ccccc2)c1 (stereo partly drawn) | 8
COc1ccc2c(=O)cc(-c3cccnc3)oc2c1OC | 9
CCNC(=O)[C@H]1O[C@@H](n2cnc3c(N)nc(NCCc4ccc(CCC(=O)O)cc4)nc32)[C@H](O)[C@@H]1O | 7
CC(C)NC(=O)c1c(CSc2ccccc2)noc1C(=O)NCc1ccccc1 | 10
CNC(=O)c1[nH]cnc1C(=O)N[C@@H](C)C(=O)OCc1ccccc1 | 7
COc1cc(NC(=O)c2cnc(N)o2)cc(C(=O)Nc2cccc(C(F)(F)F)c2)c1 | 7
CC(C)=CCc1c(O)c(CC=C(C)C)c2occ(-c3ccc(O)cc3)c(=O)c2c1O | 10
COc1cc(NC(C)=O)c2ncccc2c1NC(C)=O | 8
CC(=O)Nc1ccc(Cc2nc3c([nH]2)c(=O)n(C)c(=O)n3C)cc1 | -1
CCC1=C(OC(=O)N(CC)CC)N2C(=O)OC(=NCC3CC3)[C@]2(Cc2ccccc2)[C@H]2C1=CC[C@H]1C(=O)N(c3ccccc3)C(=O)[C@H]12 | 9
Cc1nc(-c2ccc(Cl)cc2)sc1C1(C)CC(c2c(Cl)cccc2Cl)=NO1 (stereo not drawn) | 12
COC(C/C=C/C(=O)COCc1ccccc1)OC | 10
CCC(=O)O[C@@H]1CC(=O)O[C@H](C)CC=CC=C[C@@H](O)[C@H](C)C[C@H](CC=O)[C@H](O[C@H]2O[C@H](C)[C@@H](O[C@H]3C[C@@](C)(O)[C@@H](OC(=O)CC)[C@H](C)O3)[C@H](N(C)C)[C@H]2O)[C@H]1OC | 8
COC/C=C/C1=CC2=CC(=O)C(C)(OC(=O)c3cnc4ccccc4n3)C(=O)C2=CN1CCCCO (stereo not drawn) | 9
CCN1C(=O)C2(C(C(=O)c3cc4ccccc4o3)=C(O)C(=O)N2CCCN(C)C)c2ccccc21 (stereo not drawn) | 3
CCOC(=O)c1c[nH][nH]c1=O | 6
CC(=O)O[C@H]1CC(C)(C)C(=C=C/C(C)=C/C=C/C(C)=C/C=C/C=C(C)/C=C/C=C(\C)C(=O)C[C@@]23O[C@]2(C)C[C@@H](O)CC3(C)C)[C@](C)(O)C1 | 14
COc1ccc(-c2ccc([C@H]3[C@@H]4C=CCC[C@@]4(C)C(=O)N3Cc3ccccc3)c(F)c2)cc1OC | 8
NC(=O)c1nsc(C(=O)N(CC(=O)NC2CCCC2)c2cnc3ccccc3c2)c1N | 9
COC(=O)CCCC1=CC2=C(c3ccccc3)C(=O)C(C)(OC(=O)C3CCCC3)C(=O)C2=CN1c1ccccc1 (stereo not drawn) | 9
O=C(/C=C/c1ccccc1)NC(=S)Nc1ncccn1 | 7
COC(=O)C(=C/C=C/N1CCOCC1)C(=O)OC | 4
CCC(=O)Nc1cccc(C2=NOC3(C2)C[C@@H](C(N)=O)N(C(=O)c2ccccc2C(=O)c2ccccc2)C3)c1 (stereo partly drawn) | 10
CC1(c2nnc(-c3ccccc3)o2)CC(c2ccncc2)=NO1 (stereo not drawn) | 7
C/C=C\C=C\C(=O)N1CC2(CC(c3cccc(NC(=O)/C(C)=C\C)c3)=NO2)C[C@H]1C(N)=O (stereo partly drawn) | 7
C#CC(C)OC(=O)C(C)NC(=O)c1ccccc1 (stereo not drawn) | 8
Cc1ccc(/C(=C\CN2CCCC2)c2ccccn2)cc1 | 8
CC(=O)Nc1ccc(SC[C@H](c2ccccc2)N2CCN(CCc3ccccc3)CCC2=O)cc1 | 9

By substructure: the compounds so far with fluorine
SMILES | Avidin fluor
Cc1ccc(N=Nc2ccc(C)cc2NC(=O)Nc2ccccc2F)cc1 | 9
Cc1cc(NC(=O)Nc2cc(F)ccc2F)no1 | 8
O=C(Nc1ccccc1F)Nc1cccc2ccc(O)cc12 | 7
CCN1CCN(Cc2ccc(NC(=O)c3cc(NC(=O)c4ccno4)cc(OC)c3)cc2C(F)(F)F)CC1 | 7
CC[C@@H]1CC=C[C@H]2[C@H]1C(=O)N(Cc1ccccc1)[C@H]2c1ccc(C(F)(F)F)cc1 | 9
CCOC(=O)/C(=C/Nc1ccc(F)c(F)c1)[N+](=O)[O-] | 20
OC(c1cc(C(F)(F)F)nc2c(Cl)cc(Cl)cc12)C1CCCCN1 (stereo not drawn) | 8
Fc1ccc(N2CCN(Cc3c[nH]c4ccccc34)CC2)cc1 | 6
CC(C)C(=O)N1CCC2(CC1)Oc1ccc(F)cc1C(=O)C21CC(c2cccnc2)=NO1 (stereo not drawn) | 8
FC(F)(F)c1cc(CCN2C(=S)NC[C@@H]2c2ccccc2)cc(C(F)(F)F)c1 | 19
COC(=O)c1cccc(C23CC4(C2)[C@H](CN(Cc2ccc(C(F)(F)F)cc2)[C@@H]4c2ccccc2)C3c2ccccc2)c1 (stereo partly drawn) | 8
COc1cc(NC(=O)c2cnc(N)o2)cc(C(=O)Nc2cccc(C(F)(F)F)c2)c1 | 7
COc1ccc(-c2ccc([C@H]3[C@@H]4C=CCC[C@@]4(C)C(=O)N3Cc3ccccc3)c(F)c2)cc1OC | 8

These rows are one share of the data, so the mix of outcomes need not match the whole.
